From PubChem
Apaf-1 inh – inhibitors of human Apaf-1 apoptosome. reconstituted apoptosome caspase-3 activity, DEVD-Rh110 fluorescence. inhibition, % at 20 µM. 330,000 tested, 0.71% active. AID 489030; active means inhibition of at least 40% at 20 µM;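 further: plate controls were DMSO wells for no effect and DEVD-CHO caspase inhibitor wells for full effect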
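Assay system – apoptosome proteins · Medium – Hepes buffer, pH 7.5 · Also added – cytochrome c with DEVD-Rh110 · Timing – 30 min compound preincubation, 50 min activation, room temperature · Detection – Rh110 fluorescence, excitation 480 nm, emission 540 nm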
SENP6 inh – SENP6 protease inhibition; Recombinant SENP6 catalytic domain, aminoluciferin luminescence; inhibition, % at 10 µM; 330,000 tested, 1.8% active;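 active means inhibition above about 50% at the single tested dose, limit read from the data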;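 further: plate controls were DMSO wells with enzyme for no effect and DMSO wells lacking enzyme for full effect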
SENP8 block-1 – SENP8 (human) protease inhibition. inhibition, % at 20 µM. AID 602440. Q96LD8. 360,000 tested, 0.64% active. recombinant SENP8, Nedd8 substrate fluorescence; in the data active means inhibition mostly above about 40%, no sharp cut-off; inactive means mostly below about 27%
A3G deaminase – blocks human APOBEC3G single-stranded DNA deamination | recombinant A3G, ssDNA deamination FAM/TAMRA fluorescence | inhibition, % at 20 µM | 330,000 tested, 0.28% active;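 active means inhibition of at least 40% at 20 µM, with no more than 30% in the related APOBEC3A deaminase screen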;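 further: plate controls were DMSO wells with A3G for no effect and wells lacking A3G enzyme for full effect; some compounds called inactive have numbers as strong as hits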
SENP1 FRET inh – SENP1 (human) catalytic domain inhibition. Q9P0U3. recombinant SENP1 catalytic domain, CyPet-SUMO1-YPet FRET cleavage. inhibition, % at 10 µM. 360,000 tested, 0.21% active. AID 624204;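 active means inhibition at least 30% at 10 µM, raw YFP signal under a set limit, fluorescence ratio 0.5 to 1.5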;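 further: 0% = enzyme with DMSO and 100% = no enzyme wells; some results filed as inactive read as strong as hits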
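Test system: hSENP1 catalytic domain, recombinant; Amount: 20 pM final SENP1 enzyme; Medium: Tris pH 8 buffer plus EDTA, NaCl, BME, BSA, NP40, catalase; Schedule: 50 min enzyme reaction, room temperature, light-protected; Technique: FRET fluorescence in CFP and YFP emission channels; Controls: no-enzyme wells low, DMSO-plus-enzyme wells high control.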
UBC13 polyUb – blocks human UBC13 polyubiquitin chain formation. 330,000 tested, 0.47% active. inhibition, % at 20 µM. TR-FRET. P61088; in the data active means inhibition above about 45%, passing the limit was not always enough
SENP7 block – inhibitors of human SENP7 protease | Q9BQF6 | recombinant SENP7, Z-RLRGG-aminoluciferin luminescence, 40 min | inhibition, % at 5 µM | 330,000 tested, 1.5% active;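 active means inhibition above about 50% at the single test dose, limit read from the data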;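 further: plate controls were DMSO with enzyme for no effect and no enzyme buffer wells for full effect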
SENP8 block-2 – blocks the human protease SENP8. AID 2540. inhibition, % at 10 µM. 330,000 tested, 1.2% active. purified SENP8, Z-RLRGG-aminoluciferin cleavage, luminescence; in the data active means inhibition above about 50%
Numbers without * were called inactive; x = not tested or not shown; & = joins results of further samples. This is a random part of the collection. About 3.6% of those tested had a hit in this group.

SMILES	Apaf-1 inh	SENP6 inh	SENP8 block-1	A3G deaminase	SENP1 FRET inh	UBC13 polyUb	SENP7 block	SENP8 block-2
O=C(NCC1COc2ccccc2O1)c1cccc(S(=O)(=O)NCc2ccccc2)c1 (stereo not drawn)	10	-8	7	-7	2	3	-6	-8
COc1ccccc1N1CCN(C(c2ccc(C)cc2)c2nnnn2C(C)C)CC1 (stereo not drawn)	19	-2	17	-1	2	-11	11	-6
Cc1cccc(OCc2nnc(SCC(=O)O)n2-c2ccccc2)c1	-1	0	16	3	0	1	-14	-7
O=C1CC(N2CCN(c3ccccc3)CC2)C(=O)N1c1cccc(Cl)c1 (stereo not drawn)	-1	-3	6	-9	2	4	6	5
Cn1c(=O)c2c(nc(N3CCNCC3)n2Cc2cccc3ccccc23)n(C)c1=O	7	-12	4	-6	3	3	-8	-10
O=C(CC(NS(=O)(=O)c1ccc(Cl)cc1)c1ccco1)NCc1cccnc1 (stereo not drawn)	7	-15	14	-5	0	-7	-7	-14
Nc1ccc(S(=O)(=O)N2CCCC2)cc1Cl	-2	-3	12	-3	3	-4	-7	2
CCOC(=O)CN1C(=O)C2Cc3ccccc3CN2C1=S (stereo not drawn)	9	-5	0	-6	-5	-1	-6	-6
CC(=O)Nc1c(O)n(C)c2ccccc12	0	-31	12	-5	-2	7	7	-2
N#Cc1ccc2ccn(CC(=O)N3CCCc4ccccc43)c2c1	-11	5	-112	-1	-25	-6	-3	5
O=C(O)c1ccc(Nc2ncc([N+](=O)[O-])cc2[N+](=O)[O-])cc1	-5	-2	23	-4	3	-13	1	7
Cc1ccc(NC(=O)CC2S/C(=N/N=C3/NC(=O)CS3)NC2=O)cc1 (stereo not drawn)	6	1	19	-5	1	-27	-6	-4
Cc1ccc(OCc2cc(C(=O)N3CCN(c4ccccc4)CC3)no2)cc1C	9	44	7	-10	0	-1	3	22
S=C(Nc1ccccc1)N1CCn2c(nc3ccccc32)C1	-4	-5	5	-3	-1	6	6	5
COc1ccc(NC(=O)CN(C)C(=O)C(C)Sc2ccccc2)cc1 (stereo not drawn)	29	-20	14	8	1	2	-4	3
COc1ccccc1N(C(=O)c1snc(C(N)=O)c1N)C(C(=O)NCc1ccccc1)c1ccc(O)cc1 (stereo not drawn)	19	-28	-306	-4	-37	7	-4	-2
CCc1ccc2nc(SCC(=O)N(CC)CC)c(C#N)cc2c1	14	-6	-23	-4	-2	13	10	-10
CCOC(=O)c1ccc(N2C(=O)C=CC2=O)cc1	-13	6	11	27	-8	-4	1	6
O=C(CSc1ccc(C(F)(F)F)cn1)Nc1ccccc1	1	-10	-7	-3	2	6	-1	1
Cc1ccc(-c2nc(C3CCCN(S(=O)(=O)c4ccc(C(C)(C)C)cc4)C3)no2)cc1 (stereo not drawn)	-1	3	4	-3	2	-10	6	12
O=C(COc1ncnc2ccccc12)NCCc1ccccc1	-6	-14	23	-5	0	-9	-9	-10
CCOC(=O)c1ccc(NC(=O)CSc2nc(N3CCOCC3)nc(N3CCOCC3)n2)cc1	10	3	-3	-2	0	-1	4	-1
Cc1nn(Cc2ccccc2)c(C)c1NC(=O)CSc1nc2sc3c(c2c(=O)n1C)CCC3	12	3	x	-3	x	6	-1	13
CCOC(=O)C1CCCN(CC(O)COCc2ccc3c(c2)OCO3)C1 (stereo not drawn)	-1	-23	0	-6	0	-5	5	0
O=C1c2ccc(-c3ccc(Cl)c(C(F)(F)F)c3)cc2S(=O)(=O)c2cccc(C(=O)N3CCN(c4ncc(Br)cn4)CC3)c21	13	-7	0	1	2	-48	6	-6
Continued:
SMILES	Apaf-1 inh	SENP6 inh	SENP8 block-1	A3G deaminase	SENP1 FRET inh	UBC13 polyUb	SENP7 block	SENP8 block-2
COc1ccc(CNC(=O)CN2C(=O)c3ccccc3C2=O)cc1	-3	12	5	-8	-2	1	0	-6
CN(C)C(=O)N1CCC(C(=O)NCc2ccc3c(c2)OCO3)CC1	1	-1	26	-2	-2	-3	-2	-8
Cn1c(=O)cc(SCC(=O)NCCCN2CCOCC2)c2ccccc21	-1	-10	-37	-3	-1	24	-4	5
CCC(=O)NC(=S)Nc1ccc(N2CCN(C(=O)c3ccc(Cl)cc3)CC2)cc1	3	4	18	-7	-1	7	-1	0
O=C(O)c1c(C(=O)O)c(-c2ccc(F)cc2)n2c1CCC2	9	-30	9	-10	1	-6	2	-14
COc1ccc(OC)c2c(=O)cc(C(=O)O)[nH]c12	-29	-10	-29	-6	1	-2	5	6
Cn1c(CN2CCN(c3cccc(Cl)c3)CC2)nc2ccccc21	21	18	-130	-2	-11	-2	2	0
O=C(Nc1ccsc1C(=O)N1CCCC1)c1ccccc1	-3	-6	8	-7	2	4	9	0
Cn1nnnc1Sc1ccc([N+](=O)[O-])cc1Cl	-14	9	2	-5	1	7	-7	-6
O=C(Nc1ccc(O)c2c(=O)cc(-c3ccccc3Cl)oc12)c1cccs1	6	-6	9	-14	-2	3	-5	-17
CN(C)c1nc(N(C)C)nc(N2CC(=O)N(c3ccccc3)C2=N)n1	1	-20	0	0	2	-6	-4	3
O=C(Nc1ccc(CN2CCCCC2)cc1)Nc1ccc(Br)cc1Cl	16	-24	22	-2	2	24	-5	-7
COc1cc(/C=C2/C(=O)ON=C2C)ccc1OCc1ccccc1F	0	13	23	3	2	-11	-8	13
CCOC(=O)c1cc(C)n(-c2ccc(OC)c(OC)c2)c1C	25	-3	31	-6	-4	-6	-4	-2
C[C@@H](C(=O)OCn1nnc2ccccc2c1=O)N1C(=O)C2CCCCC2C1=O (stereo partly drawn)	-1	-10	0	-8	1	-5	2	-3
COc1ccc(CNc2oc(-c3cccc4ccccc34)nc2P(=O)(OC)OC)cc1	25	-10	-365	-9	-26	37	8	4
c1ccc(Oc2cccc(OCCCCSc3ncccn3)c2)cc1	13	-11	16	2	-1	6	0	2
CC(C)C(NC(=O)c1ccccc1)C(=O)N/N=C\c1ccco1 (stereo not drawn)	-4	-11	17	-10	1	-5	-11	-14
COc1cc(OC)cc(C(=O)N2CCC(N3CCCCCC3)CC2)c1	-1	-1	7	-1	0	5	-2	1
CCCCn1c(N)c(N(Cc2ccccc2OC)C(=O)COc2ccc(F)cc2Cl)c(=O)[nH]c1=O	7	-6	11	-5	1	-3	-6	-2
C=CCn1c(SCC(=O)Nc2ccc(N3CCOCC3)cc2)nnc1-c1ccco1	4	-6	4	-1	2	1	-8	-1
CN(C)c1cccc(N(C)C)c1CNC(=O)C(C)(C)C	0	1	14	-5	1	4	5	3
O=C(N/N=C/c1ccc(Cl)c(Cl)c1)c1ccc2nc[nH]c2c1	-1	-8	1	-6	1	12	0	-2
CCOC(=O)Nc1sc2c(c1C#N)CCCC2	-62	-9	4	-9	-1	9	0	-9
CC1CC(C)CN(S(=O)(=O)c2ccc(NC(=O)CCNC(=O)c3ccc([N+](=O)[O-])cc3)cc2)C1 (stereo not drawn)	-9	0	3	-5	0	1	0	-6

5 entries from above, in CSV form.
smiles,Apaf-1 inh,SENP6 inh,SENP8 block-1,A3G deaminase,SENP1 FRET inh,UBC13 polyUb,SENP7 block,SENP8 block-2
Cn1c(CN2CCN(c3cccc(Cl)c3)CC2)nc2ccccc21,21,18,-130,-2,-11,-2,2,0
O=C(Nc1ccsc1C(=O)N1CCCC1)c1ccccc1,-3,-6,8,-7,2,4,9,0
Cn1nnnc1Sc1ccc([N+](=O)[O-])cc1Cl,-14,9,2,-5,1,7,-7,-6
O=C(Nc1ccc(O)c2c(=O)cc(-c3ccccc3Cl)oc12)c1cccs1,6,-6,9,-14,-2,3,-5,-17
CN(C)c1nc(N(C)C)nc(N2CC(=O)N(c3ccccc3)C2=N)n1,1,-20,0,0,2,-6,-4,3

Continued:
SMILES	Apaf-1 inh	SENP6 inh	SENP8 block-1	A3G deaminase	SENP1 FRET inh	UBC13 polyUb	SENP7 block	SENP8 block-2
Cc1nc(N2CCOCC2)sc1C=O	-4	5	6	-6	1	2	2	3
COc1cc([N+](=O)[O-])ccc1-c1ccc(/C=N\n2cnnc2)o1	-11	5	-52	-6	-26	-7	-2	4
CCOC(=O)Cc1csc(SCc2nc3sc4c(c3c(=O)[nH]2)CCC4)n1	12	0	16	-4	1	3	9	4
O=C(COc1ccc2ccc(=O)oc2c1)NCc1ccccn1	-4	-6	-100	-4	-1	-2	-16	-8
COc1ccc(NC(=O)N2CCCC2C(=O)Nc2ccc(C)cc2)cc1 (stereo not drawn)	-2	21	18	-1	3	8	-2	10
COC(=O)Cn1cc(S(=O)(=O)NCc2ccc(C)cc2)c2cc([N+](=O)[O-])ccc21	4	-4	9	-6	4	4	-4	-5
O=C1NC(=Nc2ccc(F)cc2)SC1Cc1ccc(F)cc1 (stereo not drawn)	-3	-5	7	-4	2	8	1	-1
CC(=O)c1ccc(OCc2cc(C(=O)NCCc3ccc(Cl)cc3)no2)cc1	-1	5	17	-6	-2	2	1	1
CCOC(=O)c1cccc(NS(=O)(=O)Cc2ccccc2)c1	16	-38	3	-7	2	8	-7	-7
CCC(CC)c1nnc(NC(=O)CCN2C(=O)c3ccccc3C2=O)s1	6	-2	13	-7	-4	3	-2	-4
COc1ccc(CN2CCN(Cc3ccc(C)cc3)CC2)c(OC)c1	0	5	16	-2	1	6	-6	6
Cc1ccc(NC(=O)c2ccncc2)cc1S(=O)(=O)N(C)C	6	0	-5	-6	-93	-12	-7	-4
S=c1[nH]nc(-c2ccco2)n1-c1ccc(Br)cc1	17	-34	-7	42*	4	-3	4	-2
O=C(Nc1ccncc1)c1ccccc1[N+](=O)[O-]	-9	-15	4	-4	1	1	-4	1
O=C1CCCC2=C1C(c1cccs1)CC(=O)N2c1ccc(F)cc1 (stereo not drawn)	10	-9	8	-7	3	-18	-2	-10
CCOC(=O)c1[nH]c(C)c(C(=O)Nc2cc(OC)ccc2OC)c1C	4	5	10	0	1	6	6	6
CCC1CCC(C(=O)NC(CCSC)C(=O)NCCN(CC(C)C)CC(C)C)CC1 (stereo not drawn)	-23	-21	26	-6	0	6	3	2
O=C(COC(=O)COc1ccc2ccccc2c1)Nc1cc(C(F)(F)F)ccc1N1CCOCC1	7	3	-11	-8	0	-2	-14	-22
O=C(COc1ccc(C(F)(F)F)cc1[N+](=O)[O-])Nc1cccc(C(F)(F)F)c1	-11	-13	21	-8	-1	-8	6	-8
Cc1nn(-c2ccccc2)c2c1c(C)c(CCC(=O)N1CCOCC1)c(=O)n2C	17	5	9	-4	2	9	-6	4
CC1(C)Oc2ccc(C(=O)NC3CC3)cc2N(CC(=O)N2CCOCC2)C1=O	14	0	17	-1	0	-1	4	2
O=c1[nH]cnc2c1c(-c1ccccc1)cn2-c1cccc(Cl)c1	17	2	10	-3	3	2	10	-16
CCCCC(=O)Nc1cc([N+](=O)[O-])ccc1Cl	2	-18	3	-5	-1	6	-1	-11
CCn1c(=O)cc(OCC(=O)O)c2ccccc21	-2	-21	14	-2	2	-10	-4	-6
O=C(Nc1ccccc1)OCCCc1ccccc1	12	-24	5	-5	2	-6	-6	-11
CCOC(=O)[C@H](CCc1ccccc1)N[C@@H](C)C(=O)N1CCC[C@H]1C(=O)O	-11&-4	1&0	10&12	-5&1	-3&-1	0&-18	7&-15	-7&-19
Cc1c(C#N)c(N)c(C(=O)c2ccccc2)n1Cc1ccccc1	9	-2	32	-7	-2	0	1	6
Nc1nc(-c2ccccc2)c(N=Nc2ccccc2Cl)s1	28	-11	66*	-4	9	-197	-5	-7
Cc1ccc(/C=N/N2C(=O)C3C(C2=O)C2C=CC3C23CC3)o1 (stereo not drawn)	-9	14	11	-6	1	-1	3	7
COc1cccc(OC)c1CNC(=O)C1CCC(=O)N(CC2CCCCC2)C1 (stereo not drawn)	6	5	9	2	2	-4	2	4

Shown as a hit in A3G deaminase, among the entries above:
SMILES | SENP6 inh | A3G deaminase | SENP1 FRET inh | UBC13 polyUb | SENP7 block | SENP8 block-2
S=c1[nH]nc(-c2ccco2)n1-c1ccc(Br)cc1 | -34 | 42* | 4 | -3 | 4 | -2
